Autophagy HCS = autophagy modulation, high-content screen. calls only at 10 µM (by protocol). 190,000 tested, 0.98% active. MEF GFP-LC3 puncta imaging; test concentration mostly 10 µM. AID 463193;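 active = percentage of spot-positive cells more than 3 SD above its plate mean, without a fluorescence outlier flag or 80% toxicity; inconclusive = no clear call, values can overlap the other calls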;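 note: spot-positive cell cutoff set from DMSO-treated cells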
WT yeast gro inh = growth inhibition of WT yeast, mitochondrial fusion screen; mitochondrial fusion phenotypic screen, WT strain; inhibition, % at 10 µM; 190,000 tested, 2.1% active; AID 1362; in the data active = inhibition above about 58%; tested in S. cerevisiae
b-catenin transl = alters nuclear translocation of beta-catenin in HeLa cells; immunofluorescence imaging; nuclear translocation activity, % at 5 µM; 190,000 tested, 0.3% active; AID 1665;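 active = nuclear translocation activity above 50% at 5 µM, with a well cell count of 50 or more; inconclusive = wells under 50 cells across six images, flagged as toxic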;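 note: per-cell ratio of nuclear to cytoplasmic median beta-catenin stain intensity; plate controls were DMSO negative control for no effect and GSK-3 inhibitor IX positive control for full effect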
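System: Human HeLa cells, endogenous beta-catenin | Compound dosing: 5 µM primary, 0.02–20 µM confirmation | Timing: 24 h compound exposure at 37°C, 5% CO2 | Measured by: Fluorescence imaging of beta-catenin antibody stain plus DAPI | Read-out basis: % activation of per-cell nuclear versus cytoplasmic median beta-catenin signal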
Hep lipid drop = modulators of hepatic lipid droplet formation. AML12 mouse hepatocytes, oleate lipid droplets, BODIPY imaging. inhibition, % at 6.5 µM. 240,000 tested, 0.4% active. AID 1656;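 active = lipid droplet intensity inhibited by at least 50%, with more than 500 cells counted; inconclusive = wells with under 300 cells, treated as cytotoxic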
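Test system: AML12 hepatocytes (mouse); reagent: oleate loading, 100 µM; dosing: one dose, 6.5 µM compound; incubation: overnight exposure; signal: fluorescence imaging, 20x objective, two fields per well; read-out basis: % inhibition of corrected integrated BODIPY droplet signal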
Myeloid diff 2 = myeloid differentiation induction; calls only at 10 µM; 360,000 tested, 1% active; ER-HoxA9 myeloid progenitors, lysozyme-GFP differentiation, flow cytometry; AID 624256;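 active = normalized GFP-positive differentiation at or above the plate's own cutoff, the solvent-only control mean plus 3 SD; inconclusive = no clear call, values can overlap the other calls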;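 note: cells exposed to compound for four days before flow analysis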
West Nile virus CPE = inhibition of WNV-induced cytopathic effect – cell-based, CPE readout (AID 1621); West Nile virus-infected cells, CPE inhibition; higher % means a stronger effect; one-dose CPE inhibition, % at 10 µM; IC50 in µM for titrated hits; 290,000 tested, 0.02% active; in the data active = a potency from the dose series; inconclusive = CPE inhibition mostly from about 3.7% at the one dose, without a potency; inactive = the rest, 99 in 100 with CPE inhibition below about 2.2%; note: strong numbers were not always called active
T cell modulator = T cell immune modulators affecting CD8 T cell-vesicle binding; 2C CD8+ T cell-vesicle binding, flow cytometry; hits give low values; calls only at 7 µM; 330,000 tested, 0.068% active; AID 2052;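 active = response, share of CD8 T cells binding vesicles, and their 90th percentile fluorescence all below set limits, cut at about 80% in these data, passing the limit was not always enough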
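Assay system – 2C mouse CD8+ T cells · Also added – QL9-loaded Drosophila micro-vesicles · Timing – Cell–vesicle co-incubation 1.5 h at 37 °C, staining 20 min on ice · Signal – flow cytometry of vesicle-bound cells · Measure – percent CD8+ FL2 mean versus row control · Controls – Peptide-free naked vesicles (low) and QL9 vesicles with 0.7% DMSO vehicle (high)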
Ins promoter up = MIN6 insulin promoter up-regulation; z-score at 5 µM; 190,000 tested, 0.3% active; AID 1625; MIN6 insulin promoter-GFP reporter, high-content imaging; hits give high values;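 active = z-score above 3 at 5 µM with at least 500 cells counted in the well; inconclusive = wells under 500 cells, flagged as cytotoxic or low count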
MT stabilize HCS = stabilizes microtubules in HeLa cells | HeLa tubulin immunostaining HCS, 24 h; share of cells brighter than vehicle mean+2SD | % tubulin-high responders, % at 10 µM | 200,000 tested, 0.83% active;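 active = plate Z-score above 3 for both tubulin-high and condensed-nucleus cell shares, with cell loss under 80%, at 10 µM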;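 note: anti alpha tubulin signal scored within the nucleus-defined area of each cell; some results filed as inactive read as strong as hits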
WT yeast gro inh mutant strain = second read-out of WT yeast gro inh, no call of its own (marks repeat the call); inhibition, %; mitochondrial fusion phenotypic screen, mutant strain inhibition
Ins promoter up cell count = also measured in Ins promoter up; calls as there; cell count; measured here: cytotoxicity, nuclei count;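 total cells summed across four imaged fields per well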
Hep lipid drop cells 6.5 µM = recorded beside Hep lipid drop, whose call it bears; cell count; measured here: cell count, cytotoxicity flag;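 cells counted across two imaged fields per well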
b-catenin transl cell count 5 µM = further read-out of b-catenin transl, marked with its call; cell count; measured here: cell count, cytotoxicity flag
T cell modulator vesicle-bound % = further read-out of T cell modulator, marked with its call; double positive events, %; measured here: CD8+ vesicle-bound cell fraction;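 binding gate set so that unloaded-vesicle control wells show 10% double positive cells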
MT stabilize HCS Hoechst-high % = also measured in MT stabilize HCS; calls as there; % Hoechst-high responders; measured here: nuclear condensation Hoechst responders;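 share of cells brighter than vehicle mean plus two SD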
MT stabilize HCS cytotoxicity % = second read-out of MT stabilize HCS, no call of its own (marks repeat the call); toxicity, %; measured here: cytotoxicity by cell density;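 0% = mean cell density of plate MIN control wells and 100% = no cells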
Autophagy HCS cell loss 18 h = recorded beside Autophagy HCS, whose call it bears; toxicity, %; measured here: cell loss, nuclei count;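 cell loss after 18 h compound exposure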
Myeloid diff 2 GFP+ MAC1+ % = recorded beside Myeloid diff 2, whose call it bears; GFP+ MAC1+ double positive, %; measured here: differentiation confirmed by MAC1 staining
* marks the source's active call; other numbers are inactive results; i = inactive; ? = inconclusive; . = not tested or not shown.

SMILES	Autophagy HCS	Autophagy HCS cell loss 18 h	WT yeast gro inh	WT yeast gro inh mutant strain	b-catenin transl	b-catenin transl cell count 5 µM	Hep lipid drop	Hep lipid drop cells 6.5 µM	Myeloid diff 2	Myeloid diff 2 GFP+ MAC1+ %	West Nile virus CPE	T cell modulator	T cell modulator vesicle-bound %	Ins promoter up	Ins promoter up cell count	MT stabilize HCS	MT stabilize HCS Hoechst-high %	MT stabilize HCS cytotoxicity %
CCOC(=O)NC(=O)CSc1nnnn1-c1ccc(C)cc1	i	-13.9	-10.2	-13.6	-1.5	1147	0.3	717	i	0.7	0.8%	i	36.4	-0.66	844	4.2	1.6	6.9
COc1cc(OC)c(NC(=O)c2ccc(F)cc2)cc1Cl	i	5.1	6.5	8.7	0.0	1578	-3.4	622	i	0.1	-0.9%	i	34.7	-0.57	1474	1.7	1.7	2.5
CCN(CC)CCN1C(=O)C(=O)/C(=C(/O)c2ccc3c(c2)CC(C)O3)C1c1ccc(OC)cc1 (stereo not drawn)	.	.	.	.	0.0	1217	15.0	748	i	0.6	-0.1%	i	35.2	0.49	1080	.	.	.
Clc1ccc(-c2nnnn2-c2ccc(Cl)c(Cl)c2)cc1Cl	i	0.9	79.4*	74.8*	.	.	5.9	748	i	1.1	-0.5%	i	37.1	.	.	1.6	1.3	8.4
COC(=O)c1ccc(C(=O)Nc2cc(Cl)ccc2Cl)cc1NC(=O)c1ccc(N(C)C)cc1	i	19.7	0.0	4.5	-0.8	1084	16.2	753	i	10.9	1.0%	i	30.8	-4.37	871	7.4	6.4	35.8
O=C(NC1CCCCC1)C(c1ccco1)N(Cc1ccco1)C(=O)c1ccco1 (stereo not drawn)	i	24.3	-2.3	-14.8	2.4	1128	.	.	i	14.2	-0.4%	i	11.0	0.13	1028	3.3	2.3	4.6
Cc1ccc(C)c(N(C)S(=O)(=O)c2ccc3[nH]cc(C(=O)NCCN4CCOCC4)c(=O)c3c2)c1	i	31.1	-0.6	8.5	-0.2	534	9.0	723	?	.	1.1%	i	39.2	0.44	1262	6.0	1.3	10.5
OC(c1ccc(F)cc1)C(CN1CCOCC1)c1ccccc1 (stereo not drawn)	.	.	.	.	.	.	2.1	732	i	0.8	0.4%	i	22.7	.	.	.	.	.
O=C(NCc1ccccn1)c1ccc(OC2CCN(Cc3cccs3)CC2)cc1	.	.	.	.	.	.	6.1	749	i	0.9	-0.2%	i	28.2	.	.	.	.	.
O=c1[nH]c2ccccc2nc1/C=C/c1ccccc1	i	3.8	14.7	9.5	0.1	1184	19.6	723	i	0.6	-0.2%	i	47.1	-1.06	1321	4.6	2.2	4.0
CCCn1c(N)c(CC)c(=O)[nH]c1=O	i	1.4	-4.0	2.7	3.2	1071	4.7	672	i	0.8	0.0%	i	44.9	-0.25	1278	2.4	2.3	9.0
O=C(c1c(Cl)cccc1Cl)N1CCN(c2ccccn2)CC1	i	-9.3	-10.6	-2.9	.	.	-11.3	696	i	6.9	-0.4%	i	41.0	.	.	2.6	1.3	2.2
CNC(=O)Nc1cccc(-c2cc(-c3c(Cl)cccc3Cl)no2)c1	.	.	.	.	0.8	1059	36.3	700	i	0.5	-0.6%	i	47.1	0.01	1341	.	.	.
CC(=O)c1cc(NC(=O)c2ccc(C)cc2)c(=O)oc1/C=C/N(C)C	i	3.6	-12.6	5.8	-3.1	1104	11.2	591	.	.	-0.3%	i	44.4	0.8	1756	1.1	1.8	6.9
CCCCN(CCCNC(=O)c1ccc2nc(N3CCOCC3)sc2c1)Cc1ccccc1	i	-11.3	0.9	2.7	.	.	.	.	i	0.8	-1.7%	i	28.1	-2.07	787	1.2	0.8	11.7
CC(C)Cn1c(=O)n(C)c(=O)c2[nH]cnc21	.	.	.	.	-1.8	1164	-11.9	689	i	2.9	0.5%	i	26.2	-0.68	1133	.	.	.
Cc1cc(C(=O)COC(=O)C2=NNC(=O)CC2)c(C)n1-c1cccc(C(F)(F)F)c1	i	-1.2	3.5	4.6	2.3	1101	1.7	782	i	1.6	-0.7%	i	45.0	-0.02	838	3.8	4.3	5.7
CC(C)(C)c1cccc(Oc2nn[nH]n2)c1	i	-5.3	14.3	7.7	.	.	.	.	i	2.5	0.1%	i	18.2	.	.	2.0	1.5	6.9
COc1ccccc1NC(=O)CCN1C(=O)/C(=C\c2cc(OC)c(OC)c(OC)c2)SC1=S	.	.	.	.	.	.	-3.7	674	i	0.5	-0.2%	i	44.1	.	.	.	.	.
CN(Cc1ccc2ccccc2c1)C(=O)c1ccc(C(F)(F)F)cc1	.	.	.	.	.	.	-16.8	808	i	0.3	0.1%	i	24.0	.	.	.	.	.
CC[C@@H](C)[C@H](NC(=O)C1CCN(C(=O)[C@@H](NS(=O)(=O)c2ccc(C)cc2)C(C)C)CC1)C(=O)O	i	9.5	8.2	-11.3	-0.4	1411	.	.	i	0.7	0.2%	i	9.4	1.15	1176	1.2	1.0	9.5
COc1ccccc1NC(=O)Nc1cc(NC(=O)Nc2ccccc2OC)c(C)nc1C	i	-2.0	1.5	-21.0	-5.3	952	-4.7	625	i	0.4	0.1%	i	15.8	-0.02	1273	2.3	1.8	8.3
O=C(Nc1ccc(Cl)cc1)c1cc(S(=O)(=O)N2CCOCC2)cs1	i	-3.4	18.3	18.5	.	.	.	.	i	1.1	-1.4%	i	56.7	-0.6	940	2.0	2.1	11.0
CC1(C)CC(=O)c2c(nc(SCC(=O)Nc3nsc(-c4ccccc4)n3)c(C#N)c2-c2ccccc2)C1	i	-24.6	24.4	-13.4	4.2	1291	.	.	i	0.5	-0.1%	i	45.1	0.33	1338	4.2	3.3	6.7
CCn1c(SCC(N)=O)nc2ccccc2c1=O	i	2.7	-15.9	-30.4	-2.0	857	.	.	i	4.5	-0.2%	i	19.0	0.84	1266	5.5	2.9	7.2
CN(C)c1nc(OCCNC(=O)Nc2ccc(Cl)cc2)nc(N(C)C)n1	i	11.5	4.5	-16.6	-3.3	950	-15.2	640	i	0.4	-1.2%	i	44.9	0.54	1679	3.1	1.3	10.3
CCN=C1SC(CC(=O)NCCc2ccc(OC)c(OC)c2)C(=O)N1CC (stereo not drawn)	i	-5.6	-0.8	-4.6	-0.5	1399	.	.	i	2.2	0.4%	i	14.8	0.21	1561	1.8	1.7	4.7
COc1ccc(CN2C(=NC(=O)CCC3CCCC3)SC3CS(=O)(=O)CC32)cc1 (stereo not drawn)	.	.	.	.	.	.	-11.3	713	i	3.3	0.0%	i	22.7	.	.	.	.	.
O=C1CN=CN=CN1c1ccc(Cl)cc1Cl	i	15.2	15.7	5.0	.	.	-8.3	632	i	0.3	.	i	55.2	-0.26	1250	8.9	4.6	0.9

Some of the entries so far, comma-delimited.
SMILES,Autophagy HCS,Autophagy HCS cell loss 18 h,WT yeast gro inh,WT yeast gro inh mutant strain,b-catenin transl,b-catenin transl cell count 5 µM,Hep lipid drop,Hep lipid drop cells 6.5 µM,Myeloid diff 2,Myeloid diff 2 GFP+ MAC1+ %,West Nile virus CPE,T cell modulator,T cell modulator vesicle-bound %,Ins promoter up,Ins promoter up cell count,MT stabilize HCS,MT stabilize HCS Hoechst-high %,MT stabilize HCS cytotoxicity %
COc1ccccc1NC(=O)Nc1cc(NC(=O)Nc2ccccc2OC)c(C)nc1C,i,-2.0,1.5,-21.0,-5.3,952,-4.7,625,i,0.4,0.1%,i,15.8,-0.02,1273,2.3,1.8,8.3
O=C(Nc1ccc(Cl)cc1)c1cc(S(=O)(=O)N2CCOCC2)cs1,i,-3.4,18.3,18.5,.,.,.,.,i,1.1,-1.4%,i,56.7,-0.6,940,2.0,2.1,11.0
CC1(C)CC(=O)c2c(nc(SCC(=O)Nc3nsc(-c4ccccc4)n3)c(C#N)c2-c2ccccc2)C1,i,-24.6,24.4,-13.4,4.2,1291,.,.,i,0.5,-0.1%,i,45.1,0.33,1338,4.2,3.3,6.7
CCn1c(SCC(N)=O)nc2ccccc2c1=O,i,2.7,-15.9,-30.4,-2.0,857,.,.,i,4.5,-0.2%,i,19.0,0.84,1266,5.5,2.9,7.2
CN(C)c1nc(OCCNC(=O)Nc2ccc(Cl)cc2)nc(N(C)C)n1,i,11.5,4.5,-16.6,-3.3,950,-15.2,640,i,0.4,-1.2%,i,44.9,0.54,1679,3.1,1.3,10.3
CCN=C1SC(CC(=O)NCCc2ccc(OC)c(OC)c2)C(=O)N1CC (stereo not drawn),i,-5.6,-0.8,-4.6,-0.5,1399,.,.,i,2.2,0.4%,i,14.8,0.21,1561,1.8,1.7,4.7
COc1ccc(CN2C(=NC(=O)CCC3CCCC3)SC3CS(=O)(=O)CC32)cc1 (stereo not drawn),.,.,.,.,.,.,-11.3,713,i,3.3,0.0%,i,22.7,.,.,.,.,.
O=C1CN=CN=CN1c1ccc(Cl)cc1Cl,i,15.2,15.7,5.0,.,.,-8.3,632,i,0.3,.,i,55.2,-0.26,1250,8.9,4.6,0.9

Screening data (PubChem)
